rTrxR1 inhibitor: qHTS Assay for Inhibitors of Mammalian Selenoprotein Thioredoxin Reductase 1 (TrxR1): qHTS; recombinant rTrxR1, NADPH fluorescence consumption, selenite substrate; Potency, µM (top dose mostly 114 µM), for the others: at the highest dose activity change, negative = inhibition, actives largely listed as inhibitors; hit rate 1% among 390,000; AID 588453, 2011; further: on the % scale 0 is the no-effect control and ±100 the full control effect; nearly all actives have a fitted effect of over 65% in size
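Rat TrxR1 (90 nM in the dispensed reagent) was pre-reduced with 400 uM NADPH for 5 min at room temperature, then incubated with compound for 15 min. After 400 uM selenite was added, NADPH fluorescence (Ex 340/Em 450 nm) was followed for 8 min.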
JMJD2A Tudor: qHTS Assay for Inhibitors of JMJD2A-Tudor Domain | AlphaScreen JMJD2A-Tudor / H3K4me3 peptide binding | Potency, µM (titrated, usually from 114 µM), for inactives: at the highest dose activity change, negative = inhibition, most hits filed as inhibitors | hit rate 4.4% among 390,000 | AID 504339, 2011; further: on the % scale 0 is the no-effect control and ±100 the full control effect; nearly all actives have a fitted effect of over 50% in size
ALOX12 inh: Primary qHTS assay for inhibitors of human arachidonate 12S-lipoxygenase (ALOX12): Round 2; purified 12hLO, xylenol orange hydroperoxide absorbance; Potency, µM (series often up to 108 µM), for inactives: at the highest dose activity change, negative = inhibition, most hits filed as inhibitors; hit rate 1.1% among 580,000; further: on the % scale 0 is the no-effect control and ±100 the full control effect
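Purified human 12hLO (150 nM final) in 25 mM Hepes, 0.01% Triton X-100, pH 7.0 was preincubated 15 min at room temperature with compound. Then 40 uM arachidonic acid was added, 30 min. Hydroperoxide was read by Fe-XO absorbance ratio 573/405 nm.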
Pin1 inhibitor: qHTS Assay to Find Inhibitors of Pin1; Potency, µM (series often up to 115 µM), for inactives: top-dose activity, negative = inhibition, usual class: inhibitors; Pin1 FP peptide displacement, HiFluor488, 10 min; hit rate 0.009% among 390,000; Peptidyl-prolyl cis-trans isomerase NIMA-interacting 1 (Homo sapiens), Q13526; active means well fitted inhibition curve with a large enough effect in the polarisation, with a control signal flat, not every such curve was filed as active; inconclusive means small, poorly fitted or top-dose-only effect, or effect the other way, or a change in a side signal; inactive means no such curve, though single readings can be large or run the other way; the % refers to the polarisation; further: on the % scale 0 is the no-effect control and ±100 the full control effect
GLS inh: qHTS for Inhibitors of Glutaminase (GLS) | Potency, µM (highest dose often 45.5 µM), for the others: top-dose activity change, negative = inhibition, actives largely listed as inhibitors | Glutaminase kidney isoform, mitochondrial (Homo sapiens), O94925 | GLS enzymatic activity, qHTS titration | hit rate 0.21% among 410,000; further: on the % scale 0 is the no-effect control and ±100 the full control effect
Target sequence (O94925 whole entry, looked up, canonical isoform): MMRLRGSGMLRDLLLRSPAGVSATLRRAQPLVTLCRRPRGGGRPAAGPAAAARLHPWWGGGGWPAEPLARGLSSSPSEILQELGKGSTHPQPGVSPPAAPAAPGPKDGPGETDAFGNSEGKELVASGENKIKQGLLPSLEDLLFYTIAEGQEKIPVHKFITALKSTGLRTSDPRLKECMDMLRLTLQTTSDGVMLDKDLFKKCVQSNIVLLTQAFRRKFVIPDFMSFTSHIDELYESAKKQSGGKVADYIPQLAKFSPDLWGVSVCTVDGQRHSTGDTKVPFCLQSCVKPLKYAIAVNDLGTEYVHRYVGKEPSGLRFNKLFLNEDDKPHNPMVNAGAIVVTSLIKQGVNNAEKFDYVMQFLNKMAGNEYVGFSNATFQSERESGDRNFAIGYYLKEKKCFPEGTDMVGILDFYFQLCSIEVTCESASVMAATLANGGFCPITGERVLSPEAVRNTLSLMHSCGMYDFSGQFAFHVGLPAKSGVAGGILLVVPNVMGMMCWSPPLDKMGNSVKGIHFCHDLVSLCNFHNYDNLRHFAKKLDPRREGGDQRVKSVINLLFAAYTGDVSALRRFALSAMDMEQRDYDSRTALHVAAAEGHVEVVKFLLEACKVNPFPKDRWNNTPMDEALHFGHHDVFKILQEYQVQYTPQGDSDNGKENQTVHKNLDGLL
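hKGA in 45 mM KH2PO4 (pH 8.2), 0.02% Tween-20 with compound, then 1mM L-Glutamine (stock as added) plus glutamate oxidase/HRP/Amplex red coupling mix. Fluorescence read initially and after 30 min at RT; signal change reflects glutamate formation.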
RGS4 inh: Inhibitors of Regulator of G Protein Signaling (RGS) 4: qHTS. Potency, µM (series often up to 114 µM), without a hit: at the top dose activity change, negative = inhibition, hits mostly inhibitors. Transcreener GDP fluorescence polarization, RGS4-accelerated GTP hydrolysis. AID 504845, 2011. Regulator of G-protein signaling 4 (Homo sapiens), P49798. hit rate 0.039% among 390,000; further: on the % scale 0 is the no-effect control and ±100 the full control effect; nearly all actives have a fitted effect of over 75% in size; some results filed as inactive show a strong effect at the top dose
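MLSMR compounds (23 nl, pin-transferred) preincubated 10 min at room temperature with a 500nM (2x) first reagent, then RGS4 at 900nM (2x) plus Transcreener GDP mix added; fluorescence polarization (620/688 nm) read before and after 90 min at 30 °C.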
Tb PGK inh: qHTS Assay to Find Inhibitors of Phosphoglycerate Kinase | Potency, µM (titrated, usually from 57.5 µM), for inactives: at the highest dose activity change, negative = inhibition, actives largely listed as inhibitors | AID 602233, 2012 | Phosphoglycerate kinase, glycosomal (Trypanosoma brucei brucei), P07378 | hit rate 0.043% among 380,000 | PGK/GAPDH coupled, Kinase-Glo luminescence, 60 min; further: on the % scale 0 is the no-effect control and ±100 the full control effect; nearly all actives have a fitted effect of over 60% in size
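Recombinant glycosomal PGK reaction used 1,3-bisphosphoglycerate generated in-well by GAPDH (100nM final) in 100mM TEA pH 7.6, 5mM MgCl2, 0.01% Tween-20. After 60 minutes at room temperature, ATP was read by Kinase-Glo Plus luminescence end-point.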
HP1b chromo inh: HTS for Inhibitors of HP1-beta Chromodomain Interactions with Methylated Histone Tails; Chromobox protein homolog 1 (Homo sapiens), P83916; hit rate 0.56% among 390,000; Potency, µM (top dose mostly 114 µM), without a hit: at the highest dose activity change, negative = inhibition, hits mostly inhibitors; AlphaScreen HP1-beta / biotin-H3K9me3 peptide binding; AID 540317, 2011; further: nearly all actives have a fitted effect of over 70% in size; inactives centre near 23
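HP1-beta protein (50 nM final) preincubated 30 min at room temperature with biotinylated H3(1-18)K9me3 peptide (50 nM) in PBS pH 7.4, 0.01% Tween-20, then compound added for 30 min. AlphaScreen streptavidin donor/nickel chelate acceptor beads (10 ug/mL final), 30 min dark, luminescence read.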
ERG Ets-DNA blk: qHTS for Small Molecule Inhibitors of the ERG Ets/DNA interaction; Transcriptional regulator ERG (Homo sapiens), P11308; fluorescence polarization, His-ERG Ets domain / labelled DNA; Potency, µM (doses to about 76.9 µM), inactives show at the highest dose FP activity, negative = inhibition, hits mostly inhibitors; hit rate 0.028% among 370,000; active means well fitted inhibition curve with a large enough effect in the polarisation, with a control signal flat; inconclusive means small, poorly fitted or top-dose-only effect, or effect the other way, or a change in a side signal; inactive means no such curve, though single readings can be large or run the other way; the % refers to the polarisation;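 further: polarization taken with two DNA probes labelled with fluorescein and Texas red; % of control where 0% means no effect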
Target sequence (P11308 whole entry, looked up, the tested form may be a part): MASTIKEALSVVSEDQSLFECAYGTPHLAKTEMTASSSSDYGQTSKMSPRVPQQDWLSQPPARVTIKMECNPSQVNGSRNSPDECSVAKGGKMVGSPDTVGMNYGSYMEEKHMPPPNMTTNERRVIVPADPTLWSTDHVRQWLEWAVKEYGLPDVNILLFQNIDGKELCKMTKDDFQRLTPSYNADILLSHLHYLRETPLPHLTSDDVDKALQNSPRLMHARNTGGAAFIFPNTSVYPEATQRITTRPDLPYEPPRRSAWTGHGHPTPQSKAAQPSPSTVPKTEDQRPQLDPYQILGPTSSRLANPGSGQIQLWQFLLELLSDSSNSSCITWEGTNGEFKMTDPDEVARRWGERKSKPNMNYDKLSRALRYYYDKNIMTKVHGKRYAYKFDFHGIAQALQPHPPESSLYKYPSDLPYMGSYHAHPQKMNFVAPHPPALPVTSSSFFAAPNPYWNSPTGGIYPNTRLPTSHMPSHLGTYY
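His-tagged ERG Ets domain (1 uM in the protein solution; 300mM KCl, 50mM Tris-HCl, 1mM EDTA, 1mM DTT, pH 7.5) received compound, then a probe mix of 5 nM fluorescein-DNA and 100nM Texas-615-DNA. Fluorescence polarization was read for both dyes.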
The depositor's hits bear a star; i = inactive; ? = inconclusive; . = no result given; & = joins results of further samples; [ ] = another dose, or the depositor's remark. Unless noted, the call rests on the fitted dose curve; in most records, active means well fitted curve in the direction sought with a large enough effect; inconclusive means small, poorly fitted or top-dose-only effect, or another doubt; inactive means no such curve, though single readings can be large; an effect the other way counts as inactive or inconclusive. Potency means the concentration at half of the fitted maximal effect. A portion of the library; the hit share may differ from the screen's.

Labels used below – A = rTrxR1 inhibitor; B = JMJD2A Tudor; C = ALOX12 inh; D = Pin1 inhibitor; E = GLS inh; F = RGS4 inh; G = Tb PGK inh; H = HP1b chromo inh; I = ERG Ets-DNA blk
smiles: O=C(CN(c1ccc(F)cc1)S(=O)(=O)c1ccccc1)NC1CC2CCC1C2 (stereo not given)
  A: -21% | B: -12% | C: 29% | D: 0% | E: -13% | F: 17% | G: 5% | H: 24% | I: 2%
smiles: O=C(NCCCN1CCCC1=O)c1cn(-c2ccccc2)nc1-c1ccccc1
  A: 12% | B: -4% | C: 77%[activator] | D: -2% | E: 1% | F: 0% | G: 5% | H: 24% | I: 0%
smiles: O=C(O)c1ccc(Sc2nnc3ccccn23)c([N+](=O)[O-])c1
  A: 7% | B: -17% | C: 11% | D: ? | E: 1% | F: 10% | G: -3% | H: -16% | I: -3%
smiles: COc1ccc(CCN2CCCC(CN(C)Cc3cc(OC)c(OC)c(OC)c3)C2)cc1 (stereo not given)
  A: 13%[57.1 µM] | B: -21% | C: -12% | D: 2% | E: -1% | F: -21% | G: -13% | H: 21% | I: 1%
smiles: CCc1ccc(CNC(=O)c2cnc3sc4cc(OC)ccc4n3c2=O)cc1
  A: 10% | B: 10% | C: 3% | D: 0% | E: -1% | F: 1% | G: 10% | H: 39% | I: -17%
smiles: COc1ccc(CNC(=O)CSc2nc3ccccc3nc2Cc2ccccc2)cc1
  A: 25%[57.1 µM] | B: -19% | C: -12% | D: -2% | E: 0% | F: 28% | G: 4% | H: 14%[57 µM] | I: -3%
smiles: CCOCCCNCc1cc(Cl)ccc1OCC
  A: 37%[activator] | B: 1% | C: ? | D: -6% | E: -2% | F: 13% | G: -4% | H: 55%[activator] | I: 4%
smiles: CCCCN(C(=O)c1cc(S(=O)(=O)N2CCOCC2)ccc1F)c1c(N)n(CCCC)c(=O)[nH]c1=O
  A: -10% | B: -10% | C: -20% | D: -9% | E: 4% | F: 6% | G: i | H: 26% | I: -9%
smiles: CC(C)c1ccc(NC(=O)c2ccccc2NC(=O)C2CCCCC2C(=O)O)cc1 (stereo not given)
  A: 0% | B: -2% | C: 2% | D: -3% | E: 10% | F: 18% | G: 3% | H: 51%[activator] | I: -10%
smiles: CC1(C)CC(=O)c2c(S(C)(=O)=O)sc(Br)c2C1
  A: ? | B: -14% | C: 79%[activator] | D: 2% | E: 3% | F: 10% | G: 6% | H: 52%[activator] | I: -2%
smiles: COC(=O)C1CC(O)CN1S(=O)(=O)c1ccc2ccccc2c1 (stereo not given)
  A: 26% | B: -4% | C: 9% | D: 8% | E: -2% | F: -2% | G: 1% | H: 40%[activator] | I: -9%
smiles: O=C(Nc1ccccc1)ON=C1c2ccccc2-c2ccccc21
  A: -13% | B: -4% | C: 9%[57.4 µM] | D: 6% | E: 2% | F: -6% | G: -3% | H: 16% | I: .
smiles: CC(C)OC(=O)Nc1ccc2c(c1)N(C(=O)CCN1CCN(CCO)CC1)c1ccccc1CC2
  A: 14%[57.1 µM] | B: ? | C: 0% | D: -3% | E: 15% | F: -2% | G: 4% | H: 35%[activator] | I: 3%
smiles: Cc1ccc(S(=O)(=O)NCCc2nnc3ccc(SCc4ccccc4C)nn23)cc1
  A: 5% | B: -33% | C: -14% | D: 3% | E: ? | F: 0% | G: i | H: 49%[activator] | I: -2%
smiles: O=C(COC(=O)C12CC3CC(CC(C3)C1)C2)NCc1ccccc1
  A: 21% | B: -5% | C: 1% | D: -2% | E: -1% | F: 3% | G: -12% | H: 41%[activator] | I: -4%
smiles: Cc1ncc([N+](=O)[O-])n1CC(=O)Nc1ccc(F)cc1
  A: 11% | B: -6% | C: -38% | D: -1% | E: -2% | F: -14% | G: -5% | H: 24% | I: 12%
smiles: COc1ccc(NC(=O)Cn2cc(C(=O)c3ccco3)c3ccccc32)cc1
  A: 8%[57.1 µM] | B: -24% | C: 7% | D: 6% | E: 10% | F: ? | G: i | H: 8% | I: 4%
smiles: CN(C)c1oc(-c2ccccc2F)nc1C#N
  A: 8% | B: -7% | C: 363%[activator] | D: -7% | E: 0% | F: 8% | G: -2% | H: -6% | I: 2%
smiles: CCOC(=O)C1=C(C)NC(=O)/C1=C\N(C)C
  A: -68% | B: -15% | C: -1% | D: -5% | E: -1% | F: -6% | G: -6% | H: 19% | I: 3%
smiles: Cc1ccc(-n2nnnc2CNC(=O)c2ccc([N+](=O)[O-])o2)cc1C
  A: ? | B: -3% | C: -2% | D: 4% | E: -7% | F: -8% | G: -1% | H: 13% | I: -8%
smiles: CCCn1c(NCCO)nc2ccccc21
  A: 19% | B: 2% | C: 6% | D: 23% | E: 71%[activator] | F: -10% | G: -8% | H: 22% | I: .
smiles: CCN(CC)CCNc1ccc2nnc(CCNS(=O)(=O)c3ccc(C)cc3)n2n1
  A: 38%[activator] | B: 6% | C: -6% | D: -3% | E: -5% | F: -26% | G: -1% | H: 13% | I: -12%
smiles: COc1ccc(CNC(=O)COc2cc(O)c3c(c2)OC(C)(C)CC3=O)cc1
  A: -25% | B: -29% | C: -9% | D: 7% | E: 5% | F: 4% | G: 9% | H: 28% | I: -4%
smiles: Cc1[nH]c2ccccc2c1C(=O)CN1CC(C)OC(C)C1 (stereo not given)
  A: -47% | B: -14% | C: . | D: 8% | E: 1% | F: -3% | G: -6% | H: 13% | I: 8%
smiles: CCn1ncc(S(=O)(=O)Nc2cccnc2)c1C
  A: 21% | B: -7% | C: 3% | D: -2% | E: 8% | F: 23% | G: 2% | H: 24% | I: -1%
smiles: Cc1c(N)cccc1-c1nc2ccccc2[nH]1
  A: 2%[57.1 µM] | B: -18% | C: 1% | D: -5% | E: 13% | F: -37% | G: -6% | H: 11% | I: 6%
smiles: O=[N+]([O-])c1ccccc1S(=O)(=O)Nc1cccc(-c2ccc3nncn3n2)c1
  A: 13% | B: -4% | C: 8% | D: -10% | E: 13% | F: 0% | G: -8% | H: 23% | I: 11%
smiles: COCCn1c(C)cc(C(=O)COc2ccc(N(C)S(=O)(=O)c3ccc(C)cc3)cc2)c1C
  A: -8% | B: -19% | C: ? | D: 2% | E: 1% | F: 0% | G: 0% | H: 2% | I: -13%
smiles: CC(=O)N1CCC(C(=O)N2CCN(S(=O)(=O)c3ccc(F)cc3)CC2)CC1
  A: 12% | B: -1% | C: 7% | D: -1% | E: -1% | F: 7% | G: 0% | H: -4% | I: 6%
smiles: Cc1ncc(CN2CCC(C(=O)Nc3ccc(-n4cccn4)cc3)CC2)s1
  A: -7% | B: -8% | C: 3% | D: -8% | E: 5% | F: -15% | G: 3% | H: 23% | I: 8%
smiles: C/C(=N\O)c1ccc(Cl)cc1Cl
  A: 4%[57.1 µM] | B: 15% | C: 117%[activator] | D: -5% | E: -6% | F: 2% | G: -5% | H: 42%[activator] | I: -10%
smiles: CC(=O)c1cc2c(cc1N/C(=N/S(=O)(=O)c1ccc(C)cc1)c1ccc(Cl)cc1)OCO2
  A: 22%[57.1 µM] | B: -4%&-14% | C: ? | D: 0%&1% | E: -13%&-4% | F: 16%&0% | G: 1%&-5% | H: 9%&8% | I: 1%&-4%
smiles: CCCN1C(=O)c2cc(C(=O)Nc3cccc(C(C)=O)c3)ccc2C1Nc1cccc(C(C)=O)c1 (stereo not given)
  A: 23% | B: -18% | C: -14% | D: 18% | E: 6% | F: 24% | G: i | H: 25% | I: 2%
smiles: O=C(Nc1nc(-c2cccs2)c(-c2ccccc2)s1)c1ccco1
  A: -7% | B: -23% | C: 13% | D: 6% | E: 12% | F: -3% | G: 0% | H: 24% | I: 7%
smiles: CC(C)OC(=O)CSc1nnc(-c2cnccn2)n1Cc1ccco1
  A: -23% | B: -22% | C: 0% | D: 4% | E: -5% | F: 12% | G: i | H: 23% | I: -6%
smiles: CCN(c1cccc(C)c1)S(=O)(=O)c1csc(C(N)=O)c1
  A: 0%[57.1 µM] | B: -1% | C: -11% | D: -1% | E: -13% | F: 0% | G: -4% | H: 23% | I: -4%

Three compounds already listed, sorted by the number in Pin1 inhibitor, ascending.
Labels used below – A = rTrxR1 inhibitor; B = JMJD2A Tudor; C = ALOX12 inh; D = Pin1 inhibitor; E = GLS inh; F = RGS4 inh; G = Tb PGK inh; H = HP1b chromo inh; I = ERG Ets-DNA blk
smiles: Cc1c(N)cccc1-c1nc2ccccc2[nH]1
  A: 2%[57.1 µM] | B: -18% | C: 1% | D: -5% | E: 13% | F: -37% | G: -6% | H: 11% | I: 6%
smiles: CCN(c1cccc(C)c1)S(=O)(=O)c1csc(C(N)=O)c1
  A: 0%[57.1 µM] | B: -1% | C: -11% | D: -1% | E: -13% | F: 0% | G: -4% | H: 23% | I: -4%
smiles: O=C(Nc1nc(-c2cccs2)c(-c2ccccc2)s1)c1ccco1
  A: -7% | B: -23% | C: 13% | D: 6% | E: 12% | F: -3% | G: 0% | H: 24% | I: 7%

Compound activity: PubChem, National Center for Advancing Translational Sciences (NCATS)
